HTT cytoprotect – Huntington cell model cytoprotection by ATP luminescence; PC12 HTT-Q103 induced, cytoprotection, ATP luminescence, 40 h; Potency, µM (series often up to 56.4 µM), for inactives: cytoprotection (ATP increase), actives largely listed as activators; 0.14% of 230,000 active; AID 1471;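 note: % of control where 0% means no effect; nearly all actives have a fitted effect of over 45% in size; toxic huntingtin expression switched on by the ecdysone agonist tebufenozide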
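Quantitative HTS on tebufenozide-induced (100 nM) PC12 cells expressing HTTQ103 exon 1–GFP; compounds tested as a concentration series; survival measured via cellular ATP.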
GAA inhib – blocks human lysosomal alpha-glucosidase; 0.005% of 200,000 active; purified human GAA, 4-MU-alpha-glucoside fluorescence; Potency, µM (highest dose often 76.9 µM), for inactives: top-dose activity change, negative = inhibition, actives largely listed as inhibitors;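 note: plate controls were uninhibited enzyme wells for no effect and no-enzyme background for full effect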
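qHTS format, compound range up to 77 uM. Human lysosomal enzyme at 4 nM, 400 uM 4-MU glucoside substrate, pH 5.0, 20 min room temperature; fluorescence after alkaline stop gives activity normalized to controls.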
Tau FP inhib – inhibitors of human tau fibril formation | P10636 | K18 P301L tau heparin fibrillization, Alexa594 FP, 6 h | Potency, µM (titrated, usually from 57.7 µM), inactives show at the highest dose activity, negative = inhibition, most hits filed as inhibitors | 0.39% of 280,000 active | AID 1468; note: % is set by controls: 0 for no effect and ±100 for the full control effect; nearly all actives have a fitted effect of over 55% in size
Target sequence (P10636 561-689 P618L limits assumed): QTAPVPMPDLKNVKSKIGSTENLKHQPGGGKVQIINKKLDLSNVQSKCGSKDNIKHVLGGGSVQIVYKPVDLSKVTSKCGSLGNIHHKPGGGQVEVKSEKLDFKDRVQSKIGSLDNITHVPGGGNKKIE
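Recombinant K18 P301L […], labeled with Alexa 594 at 0.24 uM over 15 uM unlabeled; heparin inducer 20 uM final; 37 C, 6 hr; FP endpoint.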
Tau fluor cs – counter-screen for tau fibril formation inhibitors | tau K18 P301L Alexa594 fluorescence, heparin fibrillization | 0.93% of 280,000 active | AID 1463 | Potency, µM (highest dose often 57.7 µM), without a hit: at the top dose activity change, negative = decrease; note: % is set by controls: 0 for no effect and ±100 for the full control effect; nearly all actives have a fitted effect of over 55% in size
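Human K18 P301L tau (15 uM unlabeled plus 0.24 uM Alexa 594-labeled, final) in 100 mM sodium acetate pH 7 was mixed with compound and 20 uM heparin and incubated 6 hr at 37 C.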
Tau fibril ThT – inhibitors of human tau fibril formation, thioflavin T binding; recombinant tau K18 P301L (four-repeat tau fragment), heparin-induced fibrillization, ThT fluorescence; Potency, µM (highest dose often 57.4 µM), for the others: top-dose activity, negative = inhibition, hits mostly inhibitors; 2.1% of 270,000 active; AID 1460; note: % is set by controls: 0 for no effect and ±100 for the full control effect; nearly all actives have a fitted effect of over 55% in size
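K18 P301L tau (15 uM + 0.24 uM Alexa 594-tagged), heparin 20 uM, NaOAc pH 7, 6 h 37 C; ThT 30 uM, 1 h RT, ex 450/em 510 nm.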
aGlu spleen mod – lysosomal alpha-glucosidase (human) modulation; Potency, µM (top dose mostly 79.9 µM), for the others: at the highest dose activity change, negative = inhibition, hits mostly inhibitors; P10253; human spleen homogenate, 4-MU-alpha-glucoside fluorescence; 0.006% of 240,000 active; AID 2112;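 note: 0% = enzyme with vehicle and -100% = no enzyme basal signal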
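Human spleen homogenate (1 ug) incubated with compounds and 1 mM 4-methylumbelliferyl-alpha-D-glucopyranoside in pH 5.0 citrate/phosphate buffer, 37 C, 40 min. Stopped at pH 10; 4-MU fluorescence (Ex 365/Em 440 nm); AC50 by Hill fit.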
GAA glycogen – inhibitors or activators of human alpha-glucosidase glycogen cleavage. Potency, µM (titrated, usually from 76.4 µM), for inactives: at the top dose activity change, negative = inhibition, hits mostly inhibitors. 0.38% of 300,000 active. recombinant GAA, glycogen substrate, Amplex Red glucose oxidase fluorescence. AID 2100. P10253;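 note: 0% = full enzyme reaction and -100% = no-enzyme basal signal; the screen sought inhibitors and activators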
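Recombinant human alpha-glucosidase (4 nM final) hydrolysed bovine liver glycogen (30 ug) for 40 min at 37 C in pH 5.0 citrate/phosphate with 0.01% Tween-20. Released glucose detected by glucose oxidase/Amplex Red, Ex 573/Em 610 nm. Compounds up to 77 uM; AC50 from Hill fits.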
aGal spleen mod – inhibits or activates alpha-galactosidase in human spleen homogenate; 0.008% of 240,000 active; Potency, µM (titrated, usually from 80 µM), for inactives: at the highest dose activity change, negative = inhibition, usual class: inhibitors; AID 2107; human spleen homogenate, 4MU-alpha-Gal fluorescence, 40 min; P06280;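 note: 0% = enzyme with vehicle and -100% = no enzyme basal signal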
Target sequence (P06280 32-429 limits assumed): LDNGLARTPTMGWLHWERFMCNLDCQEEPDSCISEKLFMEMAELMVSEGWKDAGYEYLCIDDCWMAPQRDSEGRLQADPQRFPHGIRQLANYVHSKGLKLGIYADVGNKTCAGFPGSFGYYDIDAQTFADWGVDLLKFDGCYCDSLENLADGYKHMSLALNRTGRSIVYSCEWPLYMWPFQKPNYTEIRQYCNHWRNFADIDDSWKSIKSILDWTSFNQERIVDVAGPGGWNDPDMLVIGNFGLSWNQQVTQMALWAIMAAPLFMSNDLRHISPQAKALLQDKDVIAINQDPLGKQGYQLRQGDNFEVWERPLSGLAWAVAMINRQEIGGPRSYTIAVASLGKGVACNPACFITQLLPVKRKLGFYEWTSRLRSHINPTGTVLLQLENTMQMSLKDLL
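Fluorogenic readout (Ex 365/Em 440 nm) of 4-methylumbelliferone released from 1 mM 4-MU-alpha-galactoside by spleen homogenate, 40 min at 37C, pH 5.0. Data normalized to no-enzyme and enzyme controls; Hill-equation AC50 from compound titrations.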
Numbers without * were called inactive; ? = inconclusive; · = not tested or not shown; [ ] = remark or other dose. Calls come from the whole dose curve; as a rule, active = well fitted curve in the direction sought with a large enough effect; inconclusive = small, poorly fitted or top-dose-only effect, or another doubt; inactive = no such curve, though single readings can be large; an effect the other way counts as inactive or inconclusive. Potency is the fitted concentration of half-maximal effect.

Under each structure: HTT cytoprotect	GAA inhib	Tau FP inhib	Tau fluor cs	Tau fibril ThT	aGlu spleen mod	GAA glycogen	aGal spleen mod
> Cc1c(C=NCCOCc2ccccc2)cnn1C
 : ?	9.6%	10.1%	7.4%	-2.6%	1.7%	-1.4%	10.1%
> CC1(C)CC(O)CC(C)(C)N1CC(O)COCCOc1ccc(Br)cc1 (stereo not drawn)
 : -11.9%	6.7%	-3.2%	-5.6%	0.4%	-7.6%	-2.2%	-2.3%
> NS(=O)(=O)c1cccc(NC(=S)NCc2ccc3c(c2)OCO3)c1
 : ·	-1.3%	1.0%	0.1%	1.2%	-3.3%	9.5%	-5.6%
> COc1ccc(-n2cnc3scc(-c4ccc(OC)c(OC)c4)c3c2=O)cc1
 : -5.2%[10 µM]	-7.5%	-4.4%	-15.5%	-8.3%	3.9%	3.1%	-0.3%
> COc1ccccc1N1C(=O)CC(N2CCc3ccccc32)C1=O (stereo not drawn)
 : -0.2%	-0.2%	-4.4%	-13.7%	-15.5%	2.2%	?	3.7%
> COc1ccc(N(C(=O)/C=C/c2ccccc2)C2=CC3CCC(C2)N3C)cc1 (stereo not drawn)
 : 2.7%[10 µM]	·	1.6%[0.0958 µM]	10.1%[0.0958 µM]	·	-2.5%	5.7%	?
> Nc1cccc(C2=Nc3cccc4cccc(c34)N2)c1
 : 38.8%[10 µM]	-6.6%	?	-18.6%	?	-10.3%	?	-12.5%
> N#CC1=C(SCc2ccccc2)NC(=O)CC1c1ccccc1 (stereo not drawn)
 : ·	-1.7%	-4.5%	-13.1%	-7.1%	-5.4%	-2.0%	6.6%
> COc1ccccc1/C=C/C=c1\sc2nc(=O)c(Cc3ccccc3)nn2c1=O
 : -2.6%[10 µM]	·	?	?	·	9.4%	5.2%	2.1%
> CCOc1cc(/C=N/NC(=O)COc2ccc(Cl)cc2)ccc1OS(=O)(=O)c1ccccc1
 : 4.5%	-0.8%	5.1%	7.8%	0.8%	12.1%	-16.9%	3.2%
> Cc1cc(C)nc(NS(=O)(=O)c2ccc(Br)s2)c1
 : -17.7%	-7.9%	-7.2%	-9.9%	-2.6%	-5.2%	-0.1%	-5.6%
> COc1cccc(C(=O)CSc2nnnn2C)c1
 : -10.4%[10 µM]	3.4%	-14.4%	-12.9%	-16.3%	2.7%	1.7%	7.0%
> COc1ccccc1C1CC(c2ccc(NS(C)(=O)=O)cc2)=NN1C(=O)c1ccccc1 (stereo not drawn)
 : -21.4%	-6.5%	-16.1%	?	-4.5%	-8.2%	-10.8%	-4.1%
> COc1cccc(/C=N/Nc2ncnc3scc(-c4ccccc4)c23)c1OC
 : -44.3%[inhibitor]	-2.7%	?	?	?	5.4%	5.6%	7.0%
> C(=C\c1ccccc1)/CSc1nnc(-c2ccccn2)n1Cc1ccco1
 : -16.0%	?	-6.4%	-4.6%	-16.5%	2.3%	0.9%	3.4%

Continued, starting with the last three of the part before.
Under each structure: HTT cytoprotect	GAA inhib	Tau FP inhib	Tau fluor cs	Tau fibril ThT	aGlu spleen mod	GAA glycogen	aGal spleen mod
> COc1ccccc1C1CC(c2ccc(NS(C)(=O)=O)cc2)=NN1C(=O)c1ccccc1 (stereo not drawn)
 : -21.4%	-6.5%	-16.1%	?	-4.5%	-8.2%	-10.8%	-4.1%
> COc1cccc(/C=N/Nc2ncnc3scc(-c4ccccc4)c23)c1OC
 : -44.3%[inhibitor]	-2.7%	?	?	?	5.4%	5.6%	7.0%
> C(=C\c1ccccc1)/CSc1nnc(-c2ccccn2)n1Cc1ccco1
 : -16.0%	?	-6.4%	-4.6%	-16.5%	2.3%	0.9%	3.4%
> COc1ccc2c(c1)N(S(=O)(=O)c1ccccc1)CCC2=O
 : ·	-1.7%	0.2%	-6.8%	-3.7%	3.7%	6.5%	-0.2%
> CCc1cccc(CC)c1NC(=O)COC(=O)CC1c2ccccc2CCN1S(=O)(=O)c1ccccc1 (stereo not drawn)
 : 8.3%[10 µM]	-13.3%	4.4%	-12.3%	-16.1%	2.3%	2.0%	4.6%
> Cc1nn(C)c(Cl)c1CN1CCCC(CCC(=O)NCc2ccccc2F)C1 (stereo not drawn)
 : -4.8%[10 µM]	10.6%	1.7%	-2.1%	-9.2%	-2.2%	17.0%	-5.0%
> Cc1cc(C)nc(SCc2cc(=O)c(OC(=O)c3ccc(S(=O)(=O)N(C)C)cc3)co2)n1
 : 4.6%[10 µM]	6.0%	0.5%	3.0%	7.6%	2.9%	7.2%	5.1%
> O=C(C1=C[C@@H](c2coc3ccccc3c2=O)C[C@@H](OCCCCO)O1)N1CCN(Cc2ccc3c(c2)OCO3)CC1
 : -4.7%[10 µM]	·	1.3%	-11.5%	-10.7%	-6.8%	12.4%	-0.3%
> COc1ccc(/C=C/C(=O)N2CCC(c3nc4ccccc4o3)CC2)cc1
 : ·	·	10.8%	-7.6%	?	·	-8.0%[76.3 µM]	·
> COc1ccc(S(=O)(=O)N2CCOCC2)cc1NC(=O)c1cccc2c(=O)c(C)c(-c3ccccc3)oc12
 : -25.6%[10 µM]	0.1%	3.6%	-6.3%	-2.7%	-5.0%	6.0%	-6.0%
> O=C(COC(=O)c1cc(NS(=O)(=O)c2cccs2)ccc1O)Nc1ccc(F)c(F)c1F
 : -32.3%[inhibitor]	-0.6%	-7.9%	?	0.1%	-17.0%	-1.7%	-4.8%
> COc1ccc(N2CCN(C(=O)CSc3nnc(-c4cc5ccccc5cc4O)n3C)CC2)cc1
 : -19.5%	0.8%	-9.5%	-26.0%	?	6.5%	-14.3%	-0.9%
> Cc1ccc(OCC(=O)NC2CC(C)(C)NC(C)(C)C2)c(C)c1
 : ?	5.8%	-7.0%	4.4%	0.9%	-2.3%	-2.3%	6.1%
> COc1ccc(-c2csc(COC(=O)C(C)(C)C)n2)cc1
 : 16.9%[10 µM]	·	-5.3%	-26.1%	?	-6.9%	-0.1%	-4.0%
> COc1ccccc1NC(=O)c1ccc(NC(=O)COC(=O)C2CC2C)cc1 (stereo not drawn)
 : 36.2%[10 µM]	-0.8%	-14.1%	-15.0%	-11.7%	3.9%	-4.0%	10.5%
> CCCN(CC(=O)Nc1ccc(Cl)cc1Cl)C(=O)/C=C/c1ccco1
 : 6.3%[10 µM]	0.0%	4.5%	-16.3%	-9.5%	3.3%	5.3%	-0.1%
> CCCOc1ccc(C(=O)N2CCCc3ccccc32)cc1
 : -2.3%[0.074 µM]	-6.4%	0.4%	-4.3%	?	-1.7%	6.1%	-10.7%
> Cc1ccccc1C(=O)N1CCC(C(=O)O)CC1
 : 19.7%	1.5%	0.4%	-2.8%	-6.2%	5.4%	3.6%	9.5%
> Cn1sc(NC(=O)c2cccc(Cl)c2)nc1=O
 : -16.0%	-1.9%	-3.0%	-2.6%	19.0%	1.2%	3.2%	-10.1%
> COc1cc(CNCc2ccccn2)ccc1OCc1ccccc1Cl
 : 8.9%[10 µM]	2.0%	-3.5%	5.2%	1.8%	-14.4%	-4.7%	2.9%
> O=S(=O)(c1cccc(-n2cnnn2)c1)N1CCOCC1
 : 4.4%	-14.3%	-8.8%	-1.1%	-6.8%	2.6%	-5.3%	4.8%
> O=C(Nc1ccc(Br)cc1)C1CC=CCC1C(=O)OCC1CCCO1 (stereo not drawn)
 : -12.8%	-3.8%	7.2%	-7.7%	-12.9%	4.6%	-1.8%	2.8%
> CC1(C)CC(=O)C(N=Nc2ccc(S(=O)(=O)N3CCCCCC3)cc2)=C(O)C1
 : -29.1%[10 µM]	-1.9%	6.5%	-3.6%	0.1%	-1.1%	7.7%	0.1%
> CN(C)CCNCc1ccc(OC2CCCC2)cc1
 : -9.9%	-3.6%	-4.2%	-1.1%	1.2%	-1.0%	0.3%	2.6%
> CC(C)(C)C(=O)Nc1ccc(Cl)c(-c2nc3ccccc3[nH]2)c1
 : ·	·	-6.9%	-14.6%	-3.3%	·	14.2%[76.3 µM]	·
> COC(=O)c1sc(NC(=O)CSc2nc3cccnc3n2C2CCCCC2)nc1C
 : -6.4%	?	-1.1%	-24.3%	-9.3%	6.8%	0.8%	7.1%
> O=C(Nc1ccc(Br)cc1F)C1CCN(c2nnc(-n3cccc3)s2)CC1
 : 1.2%	2.1%	-10.0%	-14.6%	-21.5%	-1.0%	-7.6%	-3.1%
> COC(=O)C1(CO)NC(c2cccs2)C2C(=O)N(c3ccccc3)C(=O)C21 (stereo not drawn)
 : -8.7%	-7.5%	-0.8%	-4.3%	1.8%	-8.3%	6.1%	-2.1%
> CCOc1ccccc1NC1c2ccccc2C(=O)N1c1ccc(C)cn1 (stereo not drawn)
 : 5.6%	-1.0%	14.0%	-14.9%	-7.1%	-2.9%	-1.0%	-9.4%
> CC(C)(C)C(=O)Nc1ccc2oc(-c3cc(F)c(F)cc3Cl)nc2c1
 : -22.9%	-3.2%	-9.1%	-8.9%	-8.7%	-1.7%	2.7%	3.9%
> COc1ccc(CNC(=O)Cc2csc(Nc3nc(=S)[nH]c4ccccc34)n2)cc1
 : -24.0%	-2.0%	-13.0%	-3.6%	-3.6%	3.6%	-6.6%	5.7%
> O=C(Cn1cnc2c(nnn2Cc2ccccc2)c1=O)NCc1ccco1
 : -11.7%	1.9%	-4.2%	-3.0%	-12.0%	-6.2%	1.9%	7.7%
> CN1CCN(C(=S)c2cn(Cc3cccc(F)c3)c3ccccc23)CC1
 : -13.5%	7.9%	8.6%	-6.2%	-2.3%	2.7%	-1.6%	7.9%
> COc1cc(CNC2CCCCC2OC)cc(OC)c1 (stereo not drawn)
 : 6.9%[10 µM]	-4.7%	-2.3%	0.8%	0.6%	-4.1%	-7.9%	6.3%

Screening results from PubChem BioAssay.

Random draw from the library; about 3.3% have a hit in one of these screens.
